FBA Mtb inh: Mtb fructose-bisphosphate aldolase inhibition; P9WQA3; purified M. tuberculosis FBA, fluorescence read-out; actives 2.3% (n = 360,000); inhibition, % at 1 µM; AID 588726; in the data active = inhibition above about 27%;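 note: 0% = vehicle and 100% = reference inhibitor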
BioA inh: inhibitors of Mycobacterium tuberculosis BioA enzyme. purified M. tuberculosis BioA enzyme, plate reader. inhibition, % at 9.99 µM. actives 0.096% (n = 360,000). AID 602481; in the data active = inhibition above about 40%
UGM FP inh: Mtb UDP-galactopyranose mutase inhibition. P9WIQ1. purified UGM, fluorescence polarization probe displacement. inhibition, % at 10 µM. actives 0.06% (n = 320,000). AID 504406; in the data active = inhibition above about 10%, passing the limit was not always enough
Target sequence (P9WIQ1 whole entry, looked up): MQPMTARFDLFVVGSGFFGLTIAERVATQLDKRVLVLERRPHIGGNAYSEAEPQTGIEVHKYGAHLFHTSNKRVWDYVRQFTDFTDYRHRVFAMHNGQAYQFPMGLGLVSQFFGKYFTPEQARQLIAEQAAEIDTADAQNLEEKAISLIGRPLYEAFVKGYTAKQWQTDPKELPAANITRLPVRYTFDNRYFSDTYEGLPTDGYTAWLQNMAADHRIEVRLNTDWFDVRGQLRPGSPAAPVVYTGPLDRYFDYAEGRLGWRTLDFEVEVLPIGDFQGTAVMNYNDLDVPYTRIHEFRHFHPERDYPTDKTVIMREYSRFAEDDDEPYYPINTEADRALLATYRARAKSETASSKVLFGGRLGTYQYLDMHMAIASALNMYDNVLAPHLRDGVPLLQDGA
PriA SSB inh: inhibitors of Klebsiella pneumoniae PriA binding to SSB C-terminal tail; actives 0.6% (n = 430,000); inhibition, % at 33 µM; AlphaScreen SSBct-PriA binding, biotinylated peptide; in the data active = inhibition mostly above about 37%, no sharp cut-off; inactive = mostly below about 20%;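 note: plate controls were negative control peptide for no effect and reference peptide for full effect; strong numbers were not always called active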
3CLpro inhibitor: SARS-CoV 3CLpro protease inhibition | P0C6X7 | recombinant SARS-CoV 3CLpro, quenched FRET peptide cleavage | inhibition, % at 6 µM | actives 0.14% (n = 290,000); in the data active = inhibition above about 12%
Rv3671c inh: inhibitors of M. tuberculosis serine protease Rv3671c. AID 2606. P9WHR9. inhibition, % at 5.96 µM. actives 0.048% (n = 320,000); in the data active = inhibition above about 38%;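 note: extracellular domain of Rv3671c used as enzyme; 0% = enzyme with DMSO and 100% = no enzyme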
Target sequence (P9WHR9 whole entry, looked up, the tested form may be a part): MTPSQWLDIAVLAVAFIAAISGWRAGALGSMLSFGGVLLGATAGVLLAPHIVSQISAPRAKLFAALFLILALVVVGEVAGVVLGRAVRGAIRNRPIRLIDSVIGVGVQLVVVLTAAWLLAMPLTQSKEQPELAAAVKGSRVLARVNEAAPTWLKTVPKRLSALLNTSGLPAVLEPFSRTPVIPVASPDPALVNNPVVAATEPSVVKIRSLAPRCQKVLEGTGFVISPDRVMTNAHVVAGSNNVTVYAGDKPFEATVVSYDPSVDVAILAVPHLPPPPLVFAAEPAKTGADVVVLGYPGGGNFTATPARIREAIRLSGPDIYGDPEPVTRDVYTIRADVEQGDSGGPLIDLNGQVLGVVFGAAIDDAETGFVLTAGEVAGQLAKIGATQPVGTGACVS
BH1578 lux ind: quorum light induction in luxS cqsA deficient V. cholerae | AID 588436 | actives 0.16% (n = 350,000) | activation, % at 18.7 µM | V. cholerae BH1578 lux reporter, luminescence, 6 h; in the data active = activation mostly above about 9.7%, no sharp cut-off; note: not every result past the cut was called active; inactives centre near 0; reference of the scale not given here
GDH-TPI inh: GDH-TPI coupled enzyme inhibition counter-screen. actives 1.2% (n = 360,000). AID 588335. inhibition, % at 4.8 µM. GDH-TPI coupled enzyme counterscreen, NADH absorbance; in the data active = inhibition above about 30%;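 note: 0% = DMSO wells and 100% = wells lacking the enzyme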
MazF activator: increases E. coli MazEF RNase cleavage of RNA | activation, % at 20 µM | FAM/BHQ RNA-DNA oligo cleavage fluorescence, 5 h | P0AE70 | actives 0.32% (n = 350,000) | AID 504720; in the data active = activation above about 50%
DUSP3 inh: inhibitors of human VHR1 phosphatase (DUSP3) | P51452 | recombinant VHR phosphatase, pNPP absorbance | inhibition, % at 13.3 µM | actives 0.52% (n = 290,000); in the data active = inhibition above about 50%; note: some compounds called inactive have numbers as strong as hits
Target sequence (P51452 whole entry, looked up): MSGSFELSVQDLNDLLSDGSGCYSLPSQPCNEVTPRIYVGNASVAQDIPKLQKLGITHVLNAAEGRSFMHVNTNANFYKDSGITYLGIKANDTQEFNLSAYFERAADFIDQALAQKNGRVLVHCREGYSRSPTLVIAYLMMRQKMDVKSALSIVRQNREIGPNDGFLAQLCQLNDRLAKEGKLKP
* hit, by the source's call; i = inactive; / = not tested or not shown; & = joins results of further samples. An excerpt, so the mix of outcomes need not match the whole.

SMILES	FBA Mtb inh	BioA inh	UGM FP inh	PriA SSB inh	3CLpro inhibitor	Rv3671c inh	BH1578 lux ind	GDH-TPI inh	MazF activator	DUSP3 inh
CCOC(=O)c1ccc(NC(=O)Cn2nnc3ccccc32)cc1	5	-0.7	1.6	-23&-10	-4	4	i	-2	-5	13
COc1ccc(-c2cc(C)no2)cc1S(=O)(=O)N1CC(=O)Nc2ccccc21	0	/	0.5	-2	0	-15	i	4	10	0
Cc1ccc(S(=O)(=O)Nc2ccccc2N=Cc2c(F)c(F)c(F)c(F)c2F)cc1	2	/	/	-15	/	/	i	0	-1	/
COc1ccc(C(NC(C)=O)c2c(O)ccc3ccccc23)cc1OC (centres undefined)	10	/	-3.3	-4	5	-10	-0.2	3	6	22
Cc1ccccc1NC(=O)CN1CCOCC1	0	-2.3	-0.2	-5	-1	/	-0.7	-1	2	-5
O=S(=O)(Nc1ccccc1)c1cccc2nonc12	-1	-1.6	-0.6	-7	-4	-3	-0.2	-6	-3	25
CC(OC(=O)c1ccc(Cl)c(S(=O)(=O)N2CCCC2)c1)C(=O)NC1CCCCC1C (centres undefined)	/	/	0.7	/	-10	1	/	/	/	24
Cc1ccc(C(=O)COC(=O)c2cccc([N+](=O)[O-])c2)s1	0	-0.3	3.6	26	/	2	-1.2	3	4	/
CN(C(=O)COC(=O)CCC(=O)c1ccccc1)c1c(N)n(Cc2ccccc2)c(=O)[nH]c1=O	2	/	2.5	-1	/	0	-0.4	11	-10	/
O=C1C[C@@H]2c3c(cccc3CN1Cc1ccc(F)cc1)C[C@@H](O)[C@H]2O	1	1.4	-2.5	7	/	-6	i	3	-1	/
COc1cccc(C(C)(O)c2nc(-c3ccccc3OC)cs2)c1 (centres undefined)	-1	-0.5	/	/	/	/	i	2	/	/
O=C(Cc1ccc(Br)cc1)Nc1ccc(S(=O)(=O)N2CCCC2)cc1	1	-0.6	0.0	/	5	-18	-0.4	2	/	22
CCCCCOc1ccc(C(=O)NC(C(=O)O)C(C)C)cc1 (centres undefined)	3	-0.9	0.2	-10	5	4	i	0	-3	-10
COc1ccc(/C(C)=N/NC(=O)c2ccccc2OCc2ccccc2)c(OC)c1	3	39	-2.7	/	-1	-5	-4.1	-1	4	11
COc1ccc(-n2cnc3cc(NCc4ccco4)ccc32)cc1	-1	23	-1.0	34	-5	-1	i	7	-3	22
COc1ccc(-c2[nH]ncc2Oc2ccccc2OC)c(O)c1	1	/	-1.4	11	3	11	i	-9	-2	-5
CC(C)Cc1c(O)nc(SCC(=O)N2CCCCCC2)[nH]c1=O	-2	/	0.6	-8	-5	1	-0.3	3	8	24
COc1ccc(C2=NN(C(=O)CSc3nnc(C)n3C)C(c3ccco3)C2)cc1 (centres undefined)	1	/	-1.6	9	4	2	-0.3	2	5	33
CC1CC(CC(=O)Nc2nc(-c3ccccc3)cs2)C(=O)O1 (centres undefined)	2	-1.3	0.3	-16	2	-2	-0.3	11	7	26
c1ccc(CN2CCN(c3nc(NCc4ccco4)c4ccccc4n3)CC2)cc1	4	3.2	-2.4	19	-6	-4	i	1	1	6
O=C(O)Cc1csc(-c2cccc(Oc3ccccc3)c2)n1	-2&-2	1.9&1.4	-2.1&0.4	-11	2&4	-6&-1	-0.4	4&12	0&6	-8
CC(C)(C)OC(=O)C[C@@H]1C/C=C\C[C@@H](CC(=O)N(CCO)Cc2ccccc2)C(=O)NC[C@@H](c2ccccc2)OC1=O	7	-2.0	-1.8	-8	/	0	7.1	11	0	/
CCN(CCO)Cc1csc2ccccc12	0	/	2.1	-17	-5	-12	-3.4	1	-4	-4
O=C(O)C1CC(O)CN1C(=S)Nc1ccccc1 (centres undefined)	0	/	-1.3	-9	5	4	-0.4	0	0	0

Single records (already shown).
`O=C(O)Cc1csc(-c2cccc(Oc3ccccc3)c2)n1` is listed with FBA Mtb inh = -2&-2; BioA inh = 1.9&1.4; UGM FP inh = -2.1&0.4; PriA SSB inh = -11; 3CLpro inhibitor = 2&4; Rv3671c inh = -6&-1; BH1578 lux ind = -0.4; GDH-TPI inh = 4&12; MazF activator = 0&6; DUSP3 inh = -8
`CC1CC(CC(=O)Nc2nc(-c3ccccc3)cs2)C(=O)O1` (centres undefined) is listed with FBA Mtb inh = 2; BioA inh = -1.3; UGM FP inh = 0.3; PriA SSB inh = -16; 3CLpro inhibitor = 2; Rv3671c inh = -2; BH1578 lux ind = -0.3; GDH-TPI inh = 11; MazF activator = 7; DUSP3 inh = 26

Remaining list, next part
SMILES	FBA Mtb inh	BioA inh	UGM FP inh	PriA SSB inh	3CLpro inhibitor	Rv3671c inh	BH1578 lux ind	GDH-TPI inh	MazF activator	DUSP3 inh
CN1C(=O)/C(=C/c2ccc(OCc3ccccc3F)cc2)N(C)C1=S	-1	-0.2	-0.9	1	-2	2	-0.2	5	9	22
CC1(C)CC(=O)C2=C(C1)OC(c1cccs1)C(C#N)=C2N (centres undefined)	3	0.9	3.0	-8	1	-5	-0.4	2	5	2
COc1ccc(CN=Nc2cc(C)nc(NS(=O)(=O)c3ccccc3Cl)n2)cc1	/	/	3.2	/	-2	4	/	/	/	40
Cc1cc(C)c(C#N)c(SCC(=O)c2ccccc2)n1	0	/	-2.7	4	2	-5	-0.2	2	-8	4
COc1ccccc1C(=O)NC(CCSC)C(=O)NNC(=O)c1ccccc1O (centres undefined)	23	0.9	0.9	-9	/	-1	-2.0	14	-1	/
N#CCSc1nnc(-c2ccccc2O)n1CCc1ccccc1	1	/	-2.8	5	-6	7	i	12	4	26
COc1ccc(NC(=O)NCCCCc2ccccc2)cc1	1	0.2	-0.1	-9	0	/	-0.9	7	2	11
COc1cccc(CN2CCC(C(=O)NC(C)c3cccc4ccccc34)CC2)c1 (centres undefined)	-3	0.2	/	/	/	/	-0.6	6	/	/
O=C(CSc1nc2ccc(NC(=O)c3ccccc3C(=O)O)cc2s1)Nc1c(Cl)cccc1Cl	1	-2.5	0.3	0	3	12	-0.4	-2	33	17
CCOC(=O)C1(CCc2ccccc2)CCN(Cc2cnc(N(C)C)s2)CC1	1	0.5	1.0	5	0	3	-0.4	-3	-3	21
C[C@@H]1CCCCO[C@@H](CN(C)S(=O)(=O)c2cn(C)cn2)[C@@H](C)CN([C@H](C)CO)C(=O)c2cc(N(C)C)ccc2O1	2	-1.5&-1.6&-3.6	/	/	/	/	-0.4	3	4	/
COc1cccc(N2CCN(C(=O)c3cccnc3)CC2)c1	1	/	0.1	3	1	-2	-0.6	6	5	7

2 records picked at random from the list so far, as already listed:
SMILES	FBA Mtb inh	BioA inh	UGM FP inh	PriA SSB inh	3CLpro inhibitor	Rv3671c inh	BH1578 lux ind	GDH-TPI inh	MazF activator	DUSP3 inh
CN1C(=O)/C(=C/c2ccc(OCc3ccccc3F)cc2)N(C)C1=S	-1	-0.2	-0.9	1	-2	2	-0.2	5	9	22
COc1cccc(CN2CCC(C(=O)NC(C)c3cccc4ccccc34)CC2)c1 (centres undefined)	-3	0.2	/	/	/	/	-0.6	6	/	/

Sorted by heavy-atom count (smallest number first): some entries from above
SMILES	FBA Mtb inh	BioA inh	UGM FP inh	PriA SSB inh	3CLpro inhibitor	Rv3671c inh	BH1578 lux ind	GDH-TPI inh	MazF activator	DUSP3 inh
COc1ccc(NC(=O)NCCCCc2ccccc2)cc1	1	0.2	-0.1	-9	0	/	-0.9	7	2	11
N#CCSc1nnc(-c2ccccc2O)n1CCc1ccccc1	1	/	-2.8	5	-6	7	i	12	4	26
CN1C(=O)/C(=C/c2ccc(OCc3ccccc3F)cc2)N(C)C1=S	-1	-0.2	-0.9	1	-2	2	-0.2	5	9	22
CCOC(=O)C1(CCc2ccccc2)CCN(Cc2cnc(N(C)C)s2)CC1	1	0.5	1.0	5	0	3	-0.4	-3	-3	21
C[C@@H]1CCCCO[C@@H](CN(C)S(=O)(=O)c2cn(C)cn2)[C@@H](C)CN([C@H](C)CO)C(=O)c2cc(N(C)C)ccc2O1	2	-1.5&-1.6&-3.6	/	/	/	/	-0.4	3	4	/

Other structures.
SMILES	FBA Mtb inh	BioA inh	UGM FP inh	PriA SSB inh	3CLpro inhibitor	Rv3671c inh	BH1578 lux ind	GDH-TPI inh	MazF activator	DUSP3 inh
Clc1ccc(Cl)c2sc(N3CCCC3)nc12	-2	-3.2	-0.7	-12	3	-7	i	0	-6	-1
COc1nc(NCCO)nc(Nc2cc(Cl)ccc2OC)n1	4	1.0	-2.9	1	-5	4	-1.5	8	-12	-3
Cc1ccc2cc(CN(CC3CCCO3)C(=O)NC3CCCCC3)c(=O)[nH]c2c1C (centres undefined)	6	-2.0	0.7	1	1	1	-0.2	11	2	10
c1ccc2c(c1)C(=NC1CCCCC1)NC2=NC1CCCCC1	4	-1.0	-1.8	-6	0	2	-1.0	18	21	45
Cc1cccc(C(=O)NCCc2csc(C)n2)c1	-2	0.1	-1.7	8&-3	-1	1	-1.5	0	16	7
CCCn1c(C)cc(/C=C(\C#N)C(=O)OCC(=O)NC(=O)NCC)c1C	1	-2.3	/	-6	-2	-8	-1.1	23	3	6
C[C@H]1CN([C@@H](C)CO)C(=O)c2cc(Br)cnc2O[C@H]1CN(C)Cc1ccccc1C(=O)O	-2	-1.9&-2.1	/	/	/	/	-0.5	-4	6	/
CCC(=O)NC(c1cccs1)c1cc([N+](=O)[O-])c2cccnc2c1O (centres undefined)	-23	-1.2	-1.7	75	-2	15	96*	2	-5	-2
CCCCOCCCN1CC(=O)N2C(C)c3[nH]c4ccccc4c3C[C@H]2C1=O (some centres undefined)	-1	0.9	-3.1	-9	2	-8	-10	-5	-2	42
O=C(c1ccccc1)c1ccc2c(c1)OCCOCCOCCO2	0	-0.8	2.1	-10	-1	-7	i	24	-2	-17
C/C(=N/NC(=O)c1sc(NS(=O)(=O)c2ccc(C)cc2)nc1C)c1sc(N)nc1C	66*	/	-1.7	/	0	0	i	17	-3	-10
CCOc1ccc(CN(C)CC(=O)Nc2cccc(S(=O)(=O)N(C)c3ccccc3)c2)cc1	-2	-0.6	0.9	12	0	8	i	-6	-15	18

Entries above that have a nitro group on carbon (2):
SMILES	FBA Mtb inh	BioA inh	UGM FP inh	PriA SSB inh	3CLpro inhibitor	Rv3671c inh	BH1578 lux ind	GDH-TPI inh	MazF activator	DUSP3 inh
Cc1ccc(C(=O)COC(=O)c2cccc([N+](=O)[O-])c2)s1	0	-0.3	3.6	26	/	2	-1.2	3	4	/
CCC(=O)NC(c1cccs1)c1cc([N+](=O)[O-])c2cccnc2c1O (centres undefined)	-23	-1.2	-1.7	75	-2	15	96*	2	-5	-2

Following part:
SMILES	FBA Mtb inh	BioA inh	UGM FP inh	PriA SSB inh	3CLpro inhibitor	Rv3671c inh	BH1578 lux ind	GDH-TPI inh	MazF activator	DUSP3 inh
CC(C)(C)c1cc(CNC2CS(=O)(=O)C[C@@H]2O)cc(C(C)(C)C)c1O (some centres undefined)	-2	-0.3	-0.9	-5	5	-7	i	3	6	36
CC(=O)OC1CCC2C3CCc4cc(O)ccc4C3CCC12C (centres undefined)	1	0.2	/	-7	/	/	1.3	-3	1	/
Cc1ccc(OCC(=O)N/N=C\c2c(C)n(C)c3ccccc23)c([N+](=O)[O-])c1	2	0.5	0.5	/	-3	8	-7.1	31*	-4	12
CCOC(=O)c1cc(-c2csc(Nc3ccccc3Cl)n2)on1	11	/	-0.3	2	7	-15	0.4	5	-3	-5
COC(=O)c1ccc2c(c1)NC(=O)C(N1CCCCC1)S2 (centres undefined)	0	0.3	-0.2	0	-1	5	-0.3	-2	-2	14
CCOc1ccccc1/C=N/NC(=O)c1cccc(S(=O)(=O)N2CCOCC2)c1	2	2.1	0.8	/	5	-2	-0.4	12	2	2
COC(=O)c1c(C(=O)OC)c(-c2ccc(F)cc2)n2c1CS(=O)C2 (centres undefined)	2	60*	0.4	-8	-4	1	-0.3	4	5	18

Source: PubChem BioAssay (several laboratories)
